Assay outcomes: PubChem BioAssay, National Center for Advancing Translational Sciences (NCATS)
AmpC inh detg: qHTS Inhibitors of AmpC Beta-Lactamase (assay with detergent). Potency, µM (doses to about 114 µM), inactives show at the top dose activity change, negative = inhibition, hits mostly inhibitors. 370,000 compounds, 0.041% hits. AmpC hydrolysis of nitrocefin, absorbance 480 nm, 0.01% Triton;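 also: potency is read from the fitted curve at half-maximal effect; 0% = no-compound wells and -100% = no-enzyme wells; nearly all actives have a fitted effect of over 25% in size; some results filed as inactive show a strong effect at the top dose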
Target sequence (P00811 whole entry, looked up): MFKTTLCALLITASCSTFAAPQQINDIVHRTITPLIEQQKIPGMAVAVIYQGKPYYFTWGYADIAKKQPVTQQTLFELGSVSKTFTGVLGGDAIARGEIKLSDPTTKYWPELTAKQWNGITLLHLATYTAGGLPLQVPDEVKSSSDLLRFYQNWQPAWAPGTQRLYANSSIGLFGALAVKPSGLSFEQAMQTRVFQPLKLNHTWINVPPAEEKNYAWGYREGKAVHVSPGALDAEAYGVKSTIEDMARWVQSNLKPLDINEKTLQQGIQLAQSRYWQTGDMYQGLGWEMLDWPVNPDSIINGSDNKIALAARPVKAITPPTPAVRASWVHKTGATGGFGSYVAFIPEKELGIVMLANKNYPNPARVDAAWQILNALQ
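AmpC (5.3 nM in the dispensed reagent) in 20 mM phosphate pH 7.0 with 0.01% (detergent screen) or 0.0001% Triton X-100 was preincubated with compounds for 15 min at room temperature. Nitrocefin was then added from an 800 uM solution, and hydrolysis was followed at 480 nm.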
AMA1-RON2 inh: qHTS for Inhibitors of AMA1-RON; Towards Development of Antimalarial Drug Lead: Primary Screen. Plasmodium falciparum AMA1 (3D7) - RON2 peptide interaction. AlphaScreen AMA1-biotinylated RON2 peptide binding. Potency, µM (highest dose often 58.2 µM), for the others: at the highest dose activity change, negative = inhibition, hits mostly inhibitors. 360,000 compounds, 0.2% hits. AID 720542, 2013;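 also: potency is read from the fitted curve at half-maximal effect; 0% = vehicle wells and -100% = peptide control; nearly all actives have a fitted effect of over 45% in size; some results filed as inactive show a strong effect at the top dose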
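AMA1 (3D7) with his tag at 25 nM final met compounds first, then biotinylated RON2 peptide at 25 nM; detection used donor plus acceptor beads, 10 µg/mL apiece, read by AlphaScreen after 30 min at room temperature.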
Sm TGR inh: qHTS Assay for the Inhibitors of Schistosoma Mansoni Peroxiredoxins; Schistosoma mansoni thioredoxin glutathione reductase (TGR), Q962Y6; purified TGR, DTNB reduction, TNB absorbance 405 nm; Potency, µM (highest dose often 114 µM), for the others: at the highest dose activity change, negative = inhibition, actives largely listed as inhibitors; 360,000 compounds, 3% hits; also: potency is read from the fitted curve at half-maximal effect; nearly all actives have a fitted effect of over 60% in size
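First, TGR (20 nM dispensed) and NADPH were mixed with compound. Second, a 15 min room-temperature incubation followed. Third, further NADPH and then DTNB were added to start the reaction. Finally, TNB absorbance was monitored kinetically.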
HCV inh: qHTS Assay for Inhibitors of Hepatitis C Virus (HCV). Potency, µM (doses to about 41.8 µM), inactives show at the top dose activity change, negative = inhibition, most hits filed as inhibitors. Huh7.5.1 HCVcc-Cre infection, luciferase reporter, 44 h. 340,000 compounds, 3.4% hits. AID 651820, 2012; also: potency is read from the fitted curve at half-maximal effect
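Compounds are dispensed onto cells plated 4 h earlier at 1,000 per well, with HCVcc-Cre virus (about 0.5 moi) added next. Following 44 h of culture, luminescent signal is measured for 15 sec after 15 min with substrate at room temperature.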
HCMV inh: qHTS Assay for inhibitors of the human cytomegalovirus (HCMV); HFF cells, HCMV-luciferase reporter, 72 h; stronger effect = lower value; activity change, negative = inhibition, % at 57.5 µM; 410,000 compounds, 4.5% hits; AID 1259415, 2018; in the data active = activity change below about -60%; inconclusive = no clear call, values can overlap the other calls; inactive = above about -39%
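Two compound doses tested in HFFs infected with HCMV-luciferase, MOI 1 PFU/cell, 72 h at 37C. Lysate luminescence read with OneGlo; data normalized against buffer-only and 10uM Salinomycin inhibitor controls.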
FBPA Giardia inh: qHTS Assay for Inhibitors of Fructose-1,6-bisphosphate Aldolase from Giardia Lamblia | A8B2U2 | purified Giardia FBPA | Potency, µM (titrated, usually from 59.6 µM), without a hit: at the highest dose activity, negative = inhibition, usual class: inhibitors | 290,000 compounds, 0.71% hits | AID 2451, 2010; also: potency is read from the fitted curve at half-maximal effect; nearly all actives have a fitted effect of over 55% in size
Target sequence (A8B2U2 whole entry, looked up): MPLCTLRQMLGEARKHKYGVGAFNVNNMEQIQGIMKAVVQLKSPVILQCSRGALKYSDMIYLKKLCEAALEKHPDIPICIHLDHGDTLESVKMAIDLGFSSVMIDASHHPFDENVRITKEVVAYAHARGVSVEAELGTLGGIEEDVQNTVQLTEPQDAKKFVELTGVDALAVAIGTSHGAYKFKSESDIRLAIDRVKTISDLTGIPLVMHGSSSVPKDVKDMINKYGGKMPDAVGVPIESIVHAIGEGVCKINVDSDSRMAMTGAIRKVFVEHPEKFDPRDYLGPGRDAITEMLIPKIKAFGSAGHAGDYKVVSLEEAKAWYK
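Giardia FBPA (40 nM reagent) was preincubated 10 min at RT with compound (up to 57.5 uM final), then substrate plus GAPDH/TPI/NAD/arsenate coupling system with diaphorase/resazurin was added; resorufin fluorescence (525/598 nm) was read after 20 min.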
Numbers without * were called inactive; ? = inconclusive; / = not tested or not shown; [ ] = remark or other dose. Unless noted, calls follow the shape of the dose curve; as a rule, active = well fitted curve in the direction sought with a large enough effect; inconclusive = small, poorly fitted or top-dose-only effect, or another doubt; inactive = no such curve, though single readings can be large; an effect the other way counts as inactive or inconclusive. Unless noted, % is scaled to controls: 0 for no effect and ±100 for the full control effect.

SMILES | AmpC inh detg | AMA1-RON2 inh | Sm TGR inh | HCV inh | HCMV inh | FBPA Giardia inh
Cc1ccc(S(=O)(=O)NCC(=O)OCc2cc(=O)oc3cc(C)ccc23)cc1 | -3% | 0% | -2% | 10% | -25 | /
CCOC(=O)c1c(C)[nH]c(CCC(=O)NCc2ccccc2Cl)c1C | 0% | / | -5% | / | -18 | /
COc1ccc(C(=O)Nn2c(CC(C)C)nc3cc(OC)c(OC)cc3c2=O)c(OC)c1 | ? | -17% | 0% | -7% | 2 | 8%
O=C1C(Cc2ccccc2)Nc2ncnc(N3CCc4ccccc4C3)c2N1Cc1ccc(Cl)cc1 (configuration not stated) | ? | 19% | -33% | 6%[8.37 µM] | / | /
O=C(CN(c1cccc(C(F)(F)F)c1)S(=O)(=O)c1ccccc1)N1CCOCC1 | 0% | -5% | 1% | 17% | 21 | -1%
Cc1ccc(C2(C(F)(F)F)NC(=O)N3N=C4CCCCCN4C3=C2C#N)cc1 (configuration not stated) | 5% | -11% | 2% | 1% | 4 | 2%
COc1ccc(-c2cc(C(F)(F)F)n3nc(C(=O)Nc4sc5c(c4C(=O)OC(C)C)CCCC5)cc3n2)cc1OC | 1% | / | 2% | / | 28 | /
Cc1nc2c(sc3nc4c(cc32)COC(C)(C)C4)c(=O)n1CC(=O)NCc1ccco1 | -13% | -1% | 40µM* | -3% | 17 | -1%
COc1ccc(NC(=O)c2noc3c2CSc2ccccc2-3)cc1Cl | 15% | / | 7% | / | -4 | /
Nc1nc(NCc2ccccc2)n(-c2ccccc2)n1 | 1% | 14% | -13% | -8% | -26 | 5%
CCc1ccc(OCCSc2nc3ccccc3n2CC(=O)N2CCCCC2)cc1 | 1% | / | 0% | / | -25 | /
COc1ccc(CNCc2cn(-c3cccc(F)c3)nc2-c2ccc(C)o2)cc1 | 8% | -3% | 5% | 10µM* | -26 | -2%
Cc1ccc(N(C)S(=O)(=O)c2c(C)noc2/C=C/N(C)C)cc1 | -15% | -11% | 6% | 3% | -30 | 9%
CC(=O)OCCN1C(=O)c2ccc(-c3nc4ccccc4c(=O)o3)cc2C1=O | / | 0% | / | -14% | ? | /
COC(=O)CNC(=O)COC(=O)c1ccc(Cl)nc1 | 4% | 4% | 6% | 21% | 34 | 2%
O=C(NCCc1ccccc1)C1CCCN(C(=O)Nc2ccc(F)cc2)C1 (configuration not stated) | ? | -5% | -1% | ? | -8 | -4%
COc1ccc(C(=O)CSc2ccc(-c3ccccc3)nn2)cc1 | ? | -12% | -7% | -19% | -16 | -8%
CC(OC(=O)c1nn(C)c(=O)c2ccccc12)C(=O)NC1CCCCC1C (configuration not stated) | ? | 14% | 5% | 7% | 7 | /
CCc1ccc(C(=O)C(C)OC(=O)c2nn(C)c(=O)c3ccccc23)cc1 (configuration not stated) | -7% | -3% | 0% | 0% | -30 | /
COc1cc2c(cc1O)[C@@H]1Cc3cc(O)c(OC)cc3[C@H](C2)N1C | -3% | 11% | 6% | 1% | 41 | 0%

4 entries already listed, arranged by heavy-atom count, low to high:
SMILES | AmpC inh detg | AMA1-RON2 inh | Sm TGR inh | HCV inh | HCMV inh | FBPA Giardia inh
COc1ccc(C(=O)CSc2ccc(-c3ccccc3)nn2)cc1 | ? | -12% | -7% | -19% | -16 | -8%
COc1ccc(NC(=O)c2noc3c2CSc2ccccc2-3)cc1Cl | 15% | / | 7% | / | -4 | /
COc1ccc(C(=O)Nn2c(CC(C)C)nc3cc(OC)c(OC)cc3c2=O)c(OC)c1 | ? | -17% | 0% | -7% | 2 | 8%
O=C1C(Cc2ccccc2)Nc2ncnc(N3CCc4ccccc4C3)c2N1Cc1ccc(Cl)cc1 (configuration not stated) | ? | 19% | -33% | 6%[8.37 µM] | / | /

Further compounds:
SMILES | AmpC inh detg | AMA1-RON2 inh | Sm TGR inh | HCV inh | HCMV inh | FBPA Giardia inh
O=C(O)c1ccccc1CSc1nnnn1-c1ccccc1 | -7% | -2% | -26% | 10% | -22 | 4%
CC(C)c1ccc(Nc2ncccc2C(=O)O)cc1 | -4% | 27% | 7%[57.1 µM] | 4% | 30 | ?
CC1=NN(c2ccc(F)cc2)C(=O)C1C(c1cccc(O)c1)c1c(C)[nH]n(-c2ccc(F)cc2)c1=O (configuration not stated) | -13% | -10% | -15% | 6% | 9 | -13%
Cc1ccc2[nH]c(=O)c(CN(Cc3ccccc3)Cc3nnnn3C3CCCC3)cc2c1 | -3% | ? | -4% | ? | 12 | -6%
C/C(=N\NC(=O)c1ccccc1)c1cc2cc([N+](=O)[O-])ccc2oc1=O | 3% | 71%[activator] | -6% | 15% | 34 | -30%
COc1ccc([N+](=O)[O-])cc1NC(=O)CSc1nc(C)cc(C)n1 | -9% | -6% | ? | ? | ? | 0%
COc1cc2c(cc1OC)-c1c(OC)c(OC)cc3ccnc(c13)C2=O | -4% | -3% | 2% | ? | -95* | ?
O=C(/C=C\c1ccco1)Nc1ccc(N2CCN(C(=O)c3ccccc3)CC2)cc1 | -7% | -4% | -18% | 2% | ? | 6%
C=C1C(=O)OC2C1CCC(C)=C1C(=O)C3OC3(C)C12 (configuration not stated) | / | -1% | / | 10µM* | -78* | /
CCOc1ccc(NC(=O)CCSc2nc3c(c(CC)c2C#N)C(=O)CC(C)(C)C3)cc1 | 0% | -7% | 8% | ? | -17 | 9%
COc1ccccc1-n1nnnc1SCC(=O)NC1CCCC1 | ? | 13% | 4% | ? | -13 | 0%
O=C(NCCC1=CCCCC1)N[C@@H](Cc1ccccc1)C(=O)O | -18% | -8% | -13% | 14% | -5 | 1%
CCN(CC(=O)NCc1cccs1)C(=O)/C=C/c1cccc(Cl)c1Cl | -11% | 17% | 5% | 8% | -11 | /
CC(=O)NC1CCC(OC(=O)Nc2ccccc2)CC1 (configuration not stated) | / | 12% | / | -19% | 56 | /
COc1cccc(NC(=O)CN(C)C(=O)C(Sc2ccccc2)c2ccccc2)c1 (configuration not stated) | 3% | -30% | 6% | ? | -34 | /
O=C(COc1ccccc1[N+](=O)[O-])Nc1ccc(-c2nc3ccccc3s2)cc1 | 18% | / | 4% | / | 99 | /
Cc1cc2oc(=O)cc(CN3CCCCC3C)c2cc1C (configuration not stated) | 0% | 1% | ? | -19% | 5 | -17%
COc1ccc(NC(=O)c2ccc3c(c2)OCO3)cc1 | 1% | 2% | -5% | 4% | 56 | -7%
O=C(CNC(=O)c1cccs1)c1ccc(Cl)cc1 | -9% | -2% | 1% | -1% | 35 | -13%
COc1ccc(OC)c(NC(=O)CCN2CCN(c3ccccc3OC)CC2)c1 | 6% | -2% | 13% | -11% | -33 | -9%

Looked up one by one from the entries so far (two):
SMILES | AmpC inh detg | AMA1-RON2 inh | Sm TGR inh | HCV inh | HCMV inh | FBPA Giardia inh
C=C1C(=O)OC2C1CCC(C)=C1C(=O)C3OC3(C)C12 (configuration not stated) | / | -1% | / | 10µM* | -78* | /
CC(C)c1ccc(Nc2ncccc2C(=O)O)cc1 | -4% | 27% | 7%[57.1 µM] | 4% | 30 | ?

Part of the list above, field by field:
CCc1ccc(OCCSc2nc3ccccc3n2CC(=O)N2CCCCC2)cc1
- AmpC inh detg: 1%
- AMA1-RON2 inh: /
- Sm TGR inh: 0%
- HCV inh: /
- HCMV inh: -25
- FBPA Giardia inh: /
COc1ccc(CNCc2cn(-c3cccc(F)c3)nc2-c2ccc(C)o2)cc1
- AmpC inh detg: 8%
- AMA1-RON2 inh: -3%
- Sm TGR inh: 5%
- HCV inh: 10µM*
- HCMV inh: -26
- FBPA Giardia inh: -2%
Cc1ccc(N(C)S(=O)(=O)c2c(C)noc2/C=C/N(C)C)cc1
- AmpC inh detg: -15%
- AMA1-RON2 inh: -11%
- Sm TGR inh: 6%
- HCV inh: 3%
- HCMV inh: -30
- FBPA Giardia inh: 9%

Next section.
SMILES | AmpC inh detg | AMA1-RON2 inh | Sm TGR inh | HCV inh | HCMV inh | FBPA Giardia inh
CCOc1ccc(NC(=O)CN(C)C(=O)c2cc([N+](=O)[O-])ccc2N2CCOCC2)cc1OCC | -15% | -10% | 9% | -12% | 2 | /
COc1ccc(/C=C/C(=O)NCC2COc3ccccc3O2)c(OC)c1 (configuration not stated) | -3% | -17% | 10% | -30% | 5 | ?
CN(CCC#N)C(=O)COC(=O)[C@H](Cc1ccccc1)N1C(=O)c2ccccc2C1=O | 2% | -13% | 6% | 17% | ? | 10%
CC(C)(C)NC(=O)C[C@H]1C[C@H](C(=O)N2CCCCC2)[C@@]2(C)c3[nH]c4ccc(Cl)cc4c3CCN2C1=O | / | 0% | / | 15% | -23 | /
CCOP(=O)(c1ccc(N(C)C)cc1)C(O)c1ccc(Cl)cc1 (configuration not stated) | -5% | -4% | -6% | 17% | 31 | 10%
CN1C[C@@H]2[C@@H]3C(=O)N(Cc4ccccc4)C(=O)[C@@H]3[C@](Cc3ccccc3)(C1=O)N2C(=O)c1ccc(Cl)cc1 | / | -3% | / | 4% | 4 | /
CCC(C)c1ccc(NC(=O)COC(=O)CCNC(=O)c2ccco2)cc1 (configuration not stated) | -3% | -5% | -12% | 7% | 0 | /
Cc1ccc(C(=O)CN2C(=O)C(=O)N(Cc3ccccc3)C2=O)cc1 | 2% | 1% | ? | 9% | 7 | 2%
COc1ccc(NCc2cccn2-c2nnc(N3CCCCCC3)s2)cc1 | 3% | / | 0% | / | -32 | /
O=C(/C=C/c1cccc([N+](=O)[O-])c1)N1CCN(c2ccccn2)CC1 | ? | -11% | -11% | 5% | -8 | 6%
Cc1nn2c(=O)cc(COC(=O)COc3ccccc3C)nc2s1 | -2% | / | -1% | / | 6 | /
CN1C(=O)/C(=C/c2ccccc2Cl)Sc2ccc(C(=O)NCc3cccnc3)cc21 | 7% | -10% | 7% | -39% | -17 | 3%
Cc1cc(C)nc(Nc2cc([N+](=O)[O-])ccc2C)n1 | -9% | -10% | 6% | ? | 10 | -5%
O=C(COC(=O)CCCNC(=O)c1ccc(Cl)cc1)NC1CC1 | ? | 6% | 2% | 12% | 28 | 1%
O=C(NCc1ccccc1)C1CCC1 | -6% | -4% | 5% | 2% | 8 | -1%
CC(=O)OC[C@H]1O[C@@H](Oc2cc3ccc(=O)oc3cc2OC(C)=O)[C@H](OC(C)=O)[C@@H](OC(C)=O)[C@@H]1OC(C)=O | / | 17% | / | 24% | 5 | /
COC(=O)c1ccccc1NC(=O)c1ccc(-c2ccccc2F)o1 | -4% | -1% | -9% | -9% | 97 | 3%
CN(C)CCN(C(=O)c1ccc(S(=O)(=O)N(C)c2ccccc2)cc1)c1nc2ccc(Cl)cc2s1 | 4% | 13% | -5% | ? | -14 | /
CC(C)Sc1nc2sc3c(c2c(=O)n1Cc1ccccc1)CCCC3 | 17% | / | 8% | / | 29 | /
O=C(Nc1ccc(C(=O)O)cc1)/C(=C\c1ccc2c(c1)OCO2)NC(=O)c1ccc(Br)o1 | 1% | 0% | 4% | 3% | -25 | 9%
